# Compound activity deposited in PubChem by National Center for Advancing Translational Sciences (NCATS).
# S3 lipid droplet – qHTS Assay for Lipid Storage Modulators in Drosophila S3 Cells | AID 2685, 2010 | Drosophila S3 cells, BODIPY lipid droplet fluorescence, 18-24 h; cells fed with added oleic acid | actives 0.64% (n = 320,000) | Potency in µM for hits, for the others lipid storage change, negative = inhibition, % at the top dose, mostly 46.1 µM; active = well fitted inhibition curve with a large enough effect in the signal ratio, with a control signal flat, not every such curve was filed as active; inconclusive = small, poorly fitted or top-dose-only effect, or effect the other way, or a change in a side signal; the % refers to the signal ratio
#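 Drosophila S3 cells loaded with oleic acid (400 uM, as added) and compounds at several concentrations; lipid droplets imaged by 488-nm laser-scanning cytometry, 500–530 nm intensity and object ratio to cell channel. Percent activity normalized to 20 uM Triacsin C.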
# S3 lipid droplet cell count max – further read-out of S3 lipid droplet, marked with its call; cell number change, %; measured here: cell count max response;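 cells counted by Cell Tracker Red CMTPX staining in the red channel; peak over a dose series mostly up to 46.1 µM; percent activity relative to internal control wells on each plate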
# * = called active by the depositor; i = inactive; ? = inconclusive; . = no result given. % is scaled to controls: 0 for no effect and ±100 for the full control effect; potency is read from the fitted curve at half-maximal effect. The list is partial, so the mix of outcomes need not match the whole.
molecule | S3 lipid droplet | S3 lipid droplet cell count max
c1cncc(-c2csc(NCc3ccco3)n2)c1 | ? | .
CCOC(=O)c1c(-c2cccc([N+](=O)[O-])c2)csc1NC(=O)CCCOc1ccccc1OC | ? | .
O=C(Nc1cccc(C(F)(F)F)c1)N1CCN(C(=O)Nc2cccc(C(F)(F)F)c2)CC1 | ? | .
COCCn1c(=NC(=O)CCS(=O)(=O)c2ccccc2)sc2cc(C)ccc21 | -19% | .
CCN1CCN(C(=S)Nc2sc(C)c(-c3ccccc3)c2C(=O)OC)CC1 | ? | .
Nc1nc(CSc2nc3ccccc3s2)nc(N2CCOCC2)n1 | -1% | 8
Cc1ccc(Cn2ccc(NC(=O)c3cc(-c4ccc(Cl)cc4)on3)n2)cc1 | ? | .
Cc1ccc2c(c1)N(CC(=O)NCc1ccco1)C(=O)C(C(C)C)O2 (configuration not stated) | ? | .
O=C1/C(=C\c2ccco2)SC(=S)N1c1ccc(O)cc1 | ? | .
CCOc1ccc(NS(=O)(=O)c2ccc3[nH]c(=O)c(=O)[nH]c3c2)cc1 | 2% | 12
Cc1ccccc1OCc1nnc(SCC(=O)O)n1-c1cccc(Cl)c1 | ? | .
CCOC(=O)C1(Cc2cccc(F)c2)CCN(Cc2nc(CC)[nH]c2C)CC1 | 8% | 9
COC(=O)C1(c2ccccc2)NC(c2cccs2)C2C(=O)N(C)C(=O)C21 (configuration not stated) | -4% | 5
O=C(NC(=S)NCCc1ccc(Cl)cc1)c1ccco1 | ? | .
O=C(/C=C/c1cccc([N+](=O)[O-])c1)N(c1ccccn1)c1ccccn1 | -22% | -11
O=C(OCC(=O)c1ccccc1Br)c1ccncc1 | ? | .
CCN(CC)c1ccc(NC(=O)OC)cc1 | i | 27
OCc1nc2ccccc2n1Cc1ccc(Cl)cc1 | -28% | -19
C[C@H]1CN=C(Nc2ccccc2)N1CC1CCCCCC1 | 1% | 18
COc1ccc(Cl)cc1NS(=O)(=O)c1cccc(C(=O)NCC(C)(C)N2CCOCC2)c1 | ? | .
COc1ccc(C(=O)O)cc1F | ? | .
CC1(OC(=O)C2CCCC2)C(=O)C=C2C=C(c3ccsc3)N(CCN3CCOCC3)C=C2C1=O (configuration not stated) | -12% | -14
COC(=O)c1ccc(CN2C(=O)NC3(CCC(C)CC3)C2=O)o1 (configuration not stated) | ? | .
Cc1nnc(NCCc2ccccc2)[nH]c1=O | ? | .
Cc1cccc[n+]1CC(=O)Nc1cccc([N+](=O)[O-])c1 | -4% | 5
COc1ccccc1CNC(=O)COC(=O)c1ccc(N2CCCC2=O)cc1 | 8% | -1
O=C(c1ccccc1)c1ccc2nc(Nc3ccccc3)c3nncn3c2c1 | 13% | 23
CCOc1c2ccc(C(=O)NCCc3ccc(C)cc3)cc2nn1CC | ? | .
Cc1ccc(C(=O)NCC(=O)NCC(c2cccs2)N2CCOCC2)cc1C (configuration not stated) | ? | .
O=C(CCCN1C(=O)c2cccnc2Oc2ccc(Cl)cc21)N1CCCCC1 | ? | .
Cc1ccc(S(=O)(=O)N2CCOCC2)cc1NC(=O)c1cc([N+](=O)[O-])ccc1N1CCOCC1 | ? | .
CCCc1n[nH]c(=O)c2c1nnn2Cc1ccccc1F | i | -13
Cc1ccccc1C1C(C#N)=C2N=C(N)c3c(sc4c3CCCCC4)N2C2=C1C(=O)CC(C)(C)C2 (configuration not stated) | ? | .
COc1ccc(C)cc1S(=O)(=O)Nc1cccc(Cl)c1Cl | 6% | 0
Cc1ccc(C(=O)C2=C(O)C(=O)N(c3ncccn3)C2c2ccc(Cl)cc2)o1 (configuration not stated) | 14% | 7
CCCCNc1cc(F)nc(N)n1 | 0% | 18
O=c1[nH]n(-c2ccc(F)cc2)c2ncccc12 | -21% | -4
Cc1cccc(NC(=O)CCCN2C(=O)C3CC=CCC3C2=O)c1 (configuration not stated) | i | -6
CN(C)CC1CCCCC1OC(=O)c1ccc(Cl)cc1 (configuration not stated) | 0% | -2
COc1cc(CN2CC(=O)N(c3cc(Cl)ccc3C)C2=S)cc(OC)c1OC | -1% | -14

# Ordered by formula weight (highest first): 3 of the compounds above.
molecule | S3 lipid droplet | S3 lipid droplet cell count max
CC1(OC(=O)C2CCCC2)C(=O)C=C2C=C(c3ccsc3)N(CCN3CCOCC3)C=C2C1=O (configuration not stated) | -12% | -14
COc1ccc(C)cc1S(=O)(=O)Nc1cccc(Cl)c1Cl | 6% | 0
CCCc1n[nH]c(=O)c2c1nnn2Cc1ccccc1F | i | -13

# Continued.
molecule | S3 lipid droplet | S3 lipid droplet cell count max
Cc1ccccc1/C=N/N1C(=O)CSC1=S | 9% | 11
O=C(OCc1nnc(-c2ccccc2)o1)c1cc(=O)[nH]c2ccccc12 | ? | .
CSc1nc(C(=O)N2CCCC(N3CCN(c4ccccc4C)CC3)C2)cs1 (configuration not stated) | i | 6
Cc1ccccc1C(=O)Nc1nnc(-c2ccco2)s1 | 21% | 8
Cc1ccc(CNC(=O)c2nc3nc(C)cc(C)n3n2)cc1 | 0% | 7
CCCN(CC#CC(O)(c1ccccc1)c1cccnc1)CCC (configuration not stated) | ? | .
COc1ccc(C)cc1NC(=O)CCCN1C(=O)C2CC=CCC2C1=O (configuration not stated) | 2% | 12
O=C(Nc1nnc(-c2ccco2)o1)c1ccc(N2C(=O)CCC2=O)cc1 | -1% | -16
CCOCCCNCC(=O)N1CCN(S(=O)(=O)c2ccc(C)cc2)CC1 | ? | .
CCCc1cc(=O)[nH]c(SCC(=O)N(CC)C2CCS(=O)(=O)C2)n1 (configuration not stated) | ? | .
COc1ccc(/C=C/C(=O)Nc2ccccc2C(=O)NCC(c2ccc(OC)cc2)N(C)C)cc1 (configuration not stated) | ? | .
NS(=O)(=O)c1cccc(NC(=O)CNC(=O)CC23CC4CC(CC(C4)C2)C3)c1 | ? | .
CCn1c(O)c(/C=N/N=C2CCCCC2)c2cc(C3=NNC(=O)CC3)ccc21 | 4% | 0
Cc1nc2ccccc2n1C1CC(=O)N(N(C)C)C1=O (configuration not stated) | ? | .
COc1ccc(CCNC(=O)Cn2c(=O)c3cccn3c3cccnc32)c(OC)c1OC | ? | .
CCOc1ccc(Nc2nc(C)cc(C)c2C#N)cc1 | i | .
Cc1cc(Sc2ncnc(N)c2[N+](=O)[O-])ncn1 | ? | .
Cc1ccccc1NC(=O)C(=O)N/N=C/c1cccc(Br)c1 | ? | .
COc1ccc(CNC(=O)COC(=O)c2ccco2)cc1 | -14% | 1
COc1ccc(CN2CCNC(=O)C2CC(=O)NCC(C)(C)N2CCOCC2)cc1C (configuration not stated) | ? | .
COc1ccc(NC(C)=O)cc1NC(=O)CSc1nnc(-c2cccnc2)n1C | ? | .
COc1ccccc1CC1(C)NC(=O)N(CC(=O)Nc2cc(C)on2)C1=O (configuration not stated) | ? | .
COc1ccc(C)cc1NC(=O)C1CC(=O)OC12CCCCC2 (configuration not stated) | ? | .
Cn1nc(C(C)(C)C)cc1C(=O)NCc1cc(F)cc2c1OCOC2 | ? | .
C=C(C)C1CC=C(C)/C(=N\NC(=O)CNc2ccccc2OC)C1 (configuration not stated) | ? | .
Cc1cc2c(c(=O)n1CCc1ccccc1)C(c1ccco1)C(C#N)=C(N)O2 (configuration not stated) | ? | .
CCn1cc(CCC(=O)NCc2cccc(OC)c2OC)c2ccccc21 | ? | .
O=C(NCc1ccccn1)c1cc(-n2cnnc2)ccc1Cl | ? | .
COC(C[C@@H](O)CC(=O)[C@H](C)OCc1ccccc1)OC | -2% | .
CCc1cccc(C)c1NC(=O)CSc1nc2ccc(N3C(=O)c4ccccc4C3=O)cc2s1 | 9% | -4
CCc1ccc(NC(=O)NCCCN2CCCC2=O)cc1 | 28% | 0
COc1c(F)c(F)c(C(=O)Nc2ccc(NC(=O)c3ccco3)cc2)c(F)c1F | 19% | -1
COc1ccc(C(=O)NC2CCSc3ccccc32)cc1S(=O)(=O)N1CCOCC1 (configuration not stated) | i | -4
Cc1cccc(N2CCN(S(=O)(=O)c3ccc(-c4cc(C)no4)s3)CC2C)c1 (configuration not stated) | 32% | -4
O=c1oc2c(CN3CCCCC3)c(O)ccc2c2c1CCCCC2 | -3% | 2
Cc1ccccc1-n1c(Cn2c(=O)sc3ccccc32)nnc1SCC(=O)N1CCCC1 | i | 9
Cc1ccccc1NC(=S)N(Cc1ccco1)C(C)c1ccccn1 (configuration not stated) | 9% | 24
COCCNS(=O)(=O)c1cc(OC)ccc1OC | ? | .
Cc1ccc(COc2ccc(/C=N/NC(=O)CN3CCCCC3)cc2)cc1 | ? | .
COc1ccc(NC(=O)C2CCN(S(=O)(=O)c3ccc4c(c3)CC(C)N4C(C)=O)CC2)cc1OC (configuration not stated) | i | .
CC(C)C(=O)N1CCN(c2ccccc2NC(=O)COc2ccc(C3CCCCC3)cc2)CC1 | ? | .
CC1(c2ccccc2)CC(C)(C)N(C(N)=O)c2ccccc21 (configuration not stated) | ? | .
Cc1ccc(S(=O)(=O)N2CC(C)N(S(C)(=O)=O)C2)cc1 (configuration not stated) | 3% | 3
Cc1ccc(CNc2ncnc3cc(Cl)ccc23)o1 | ? | .
COC(=O)C(C)n1nnc2sc(-c3ccccc3)cc2c1=O (configuration not stated) | -20% | 0
Cc1ccc(S(=O)(=O)Nc2cccc(C(=O)NCC3(N4CCCCC4)CCCCC3)c2)cc1F | ? | .
Cc1cc(NC(=O)CCC(=O)N(c2ccccc2)C2(C(=O)NC3CCCCC3)CCCC2)no1 | ? | .
CCC(C)(C)NC(=O)C(c1ccncc1)N(Cc1cccs1)C(=O)Cn1nnc2ccccc21 (configuration not stated) | ? | .
CC(NC(=O)c1ccco1)C(c1cccs1)N1CCN(c2ccc(F)cc2)CC1 (configuration not stated) | ? | .
O=C(C1CCCO1)N1CCN(S(=O)(=O)c2ccccc2)CC1 (configuration not stated) | ? | .
COc1cccc(CC(=O)OCC(=O)NC(Cc2ccccc2)C(C)=O)c1 (configuration not stated) | -13% | -25
CSc1n[nH]c2nc3c(c(=O)n12)C1(CCCCC1)Cc1ccccc1-3 | 5% | 13
COc1ccc(NC(=O)c2ccco2)c2ccccc12 | i | 11
CSc1cccc(NC(=O)CN(C2CCCCC2)S(C)(=O)=O)c1 | ? | .
COc1cc(OC)cc(C(=O)NC(=S)NNC(=O)Cc2cccs2)c1 | 15% | 0
CCn1c(N2CCN(S(=O)(=O)c3ccccc3)CC2)nc2ccccc21 | ? | .
O=C(/C=C/c1ccccc1)NC(=S)Nc1ccc(CN2CCOCC2)cc1 | ? | .
CCc1c(C)nc(Nc2nc(C)c3ccc(OC)cc3n2)[nH]c1=O | ? | .
O=C(O)C1(NS(=O)(=O)c2ccc(Cl)cc2)CCCCC1 | ? | .
COc1cc(Cl)ccc1OCc1cc(C(=O)N(C)C2CC(C)(C)NC(C)(C)C2)no1 | 13% | 13

# Other records:
molecule | S3 lipid droplet | S3 lipid droplet cell count max
CCn1c(O)c(C2=c3ccccc3=NC2=O)c2cc(Br)ccc21 | 0% | 2
CCc1ccc(NC(=O)[C@H](NC(=O)[C@@H]2Cc3ccccc3CN2)c2ccccc2)cc1 | ? | .
CCC(C)(C)NC(=O)CN(C(=O)CCC(=O)Nc1nccs1)c1ccccc1C | i | -23
COc1ccc(CCNc2nc(C)nc3c2oc2ccccc23)cc1OC | ? | .
CN1C=C(C(F)(F)F)C=C/C1=C(\C#N)c1nnc2n1CCCCC2 | ? | .
O=C(CCCc1nc(-c2ccccc2)no1)NC1CCCC1 | ? | .
Cc1[nH]nc2c1C(c1ccc(OC(=O)c3ccco3)cc1)C(C#N)=C(N)O2 (configuration not stated) | 4% | 8
Cc1ccccc1-c1nn(-c2ccc(F)cc2F)cc1CNCCN(C)C | ? | .
CC(=C1C(=O)c2ccccc2C1=O)N1CCN(CCN=CC2=C(O)CC(C)(C)CC2=O)CC1 | 6% | 10
CN(C)N1C(N)=C(C#N)C(c2ccc(Cl)cc2)C2=C1CCCC2=O (configuration not stated) | ? | .
CCOC(=O)C(=O)C1C(=O)Nc2ccccc21 (configuration not stated) | -11% | -19
CCOC(=O)c1ccc(COC(=O)CNC(=O)CNC(=O)c2ccc(OC)cc2)o1 | ? | .
COc1ccc(-n2nnnc2SCC(=O)Nc2nnn(C)n2)cc1 | 8% | 4
COc1cc(CNCCCN2CCOCC2)c(Br)cc1OC(C)C | ? | .
C/C(=N\NC(N)=S)c1cccnc1 | 8% | 21
Cc1ccc2cc(/C=N/NC(=O)c3ccc(F)cc3)c(Cl)nc2c1 | -1% | -11
O=C(Nc1cccc2ccccc12)N1CCN(c2ccc(F)cc2)CC1 | ? | .

# Reformatted: 2 of the compounds above
# Values run as follows: S3 lipid droplet | S3 lipid droplet cell count max
CCOC(=O)C1(Cc2cccc(F)c2)CCN(Cc2nc(CC)[nH]c2C)CC1
→ 8% | 9
COC(=O)C1(c2ccccc2)NC(c2cccs2)C2C(=O)N(C)C(=O)C21 (configuration not stated)
→ -4% | 5

# Single records (already shown). Order of screens: S3 lipid droplet	S3 lipid droplet cell count max
# `O=C(NCc1ccccn1)c1cc(-n2cnnc2)ccc1Cl` reads ?	.
# `CCOC(=O)c1c(-c2cccc([N+](=O)[O-])c2)csc1NC(=O)CCCOc1ccccc1OC` reads ?	.
# `COc1ccc(CN2CCNC(=O)C2CC(=O)NCC(C)(C)N2CCOCC2)cc1C` (configuration not stated) reads ?	.
# `Cc1ccc(CNc2ncnc3cc(Cl)ccc23)o1` reads ?	.
# `COc1ccccc1CC1(C)NC(=O)N(CC(=O)Nc2cc(C)on2)C1=O` (configuration not stated) reads ?	.
